STAT3 activator: IL-6 driven STAT3 reporter potentiators, primary screen, U3A cells, luciferase, luminescence, MLSCN library; IL-6 STAT3-luciferase reporter; 100% = signal with IL-6 EC80 alone; activation (% of control), % at 5.6 µM; hit rate 0.91% among 190,000; AID 871, 2007;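 active = activation above the screen-wide mean of compound activation plus 3 SD, cut at about 130% in these data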;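 also: 0% = background luminescence of wells with medium and substrate only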
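Assay system – human STAT1-deficient U3A cells with stable STAT3-luciferase reporter · Also added – IL-6 (33 ng/mL) · Schedule – compound 1 h, then IL-6 6 h at 37 °C · Technique – reporter luminescence signal · Evaluation – % activation versus median of IL-6-stimulated wells · Benchmarks – IL-6-only wells as 100% reference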
PPARg SRC2 recr: agonists of PPARg-SRC-2 recruitment, primary screen, biochemical, HTS. Peroxisome proliferator-activated receptor gamma (Homo sapiens), P37231. PPARgamma LBD-SRC-2 recruitment. activation, % at 8 µM. hit rate 0.34% among 200,000. AID 1032, 2008; in the data active = activation above about 22%;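 also: 0% = vehicle and 100% = reference agonist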
Target sequence (P37231 whole entry, looked up, the tested form may be a part): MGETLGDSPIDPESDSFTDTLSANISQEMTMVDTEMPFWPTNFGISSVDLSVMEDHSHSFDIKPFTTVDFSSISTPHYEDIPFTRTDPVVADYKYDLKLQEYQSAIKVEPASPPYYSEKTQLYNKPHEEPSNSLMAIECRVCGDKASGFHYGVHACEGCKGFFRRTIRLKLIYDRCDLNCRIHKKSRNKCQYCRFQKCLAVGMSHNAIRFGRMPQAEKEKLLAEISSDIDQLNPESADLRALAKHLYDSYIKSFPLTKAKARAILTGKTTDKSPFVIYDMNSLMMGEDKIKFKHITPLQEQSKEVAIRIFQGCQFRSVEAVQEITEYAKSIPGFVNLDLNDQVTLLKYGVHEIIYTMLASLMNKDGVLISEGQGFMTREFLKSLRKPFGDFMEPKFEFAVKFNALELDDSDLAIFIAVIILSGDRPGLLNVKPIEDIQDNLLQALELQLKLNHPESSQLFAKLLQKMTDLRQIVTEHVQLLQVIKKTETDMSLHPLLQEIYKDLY
TLR4 MyD88 comp: inhibitors of TLR4-MyD88 association in cells, primary screen, cell-based, HeLa CL3-4, BLA complementation, FRET ratio; Toll-like receptor 4 (Homo sapiens) + Myeloid differentiation primary response protein …; HeLa CL3-4 TLR4/MyD88 BLA complementation; inhibition, % at 8.4 µM; hit rate 0.18% among 200,000; in the data active = inhibition above about 25%;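 also: 0% = vehicle and 100% = reference inhibitor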
STAT1 inh: STAT1 signaling inhibitors, primary screen, cell-based, HTS, luciferase reporter; inhibition, % at 5.5 µM; NIH 3T3 STAT1-luciferase reporter, IFN-gamma, luminescence; hit rate 0.35% among 200,000; AID 920, 2007;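 active = inhibition above a set limit, the mean inhibition across all tested compounds plus 3 SD, cut at about 34% in these data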;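 also: 0% = IFN-gamma with DMSO and 100% = IFN-gamma with 300 µM nifuroxazide; values of inactives mirror those of a sister screen read the other way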
RAM network inh: inhibitors of the yeast RAM network, primary screen, dse1pr::URA3 reporter, 5-FOA selection; S. cerevisiae dse1pr::URA3 reporter, 5-FOA growth OD615, 2 d; analog-sensitive cbk1-as2 kinase mutant strain; inhibition, % at 50 µM; hit rate 1.8% among 190,000; AID 868, 2007;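 active = inhibition above a set limit, 3 SD over mean compound inhibition, cut at about 8.4% in these data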;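 also: 0% = DMSO-only wells with no growth and 100% = 10 µM 1-NA-PP1 full growth; inhibition rescues growth on 5-FOA so higher OD means more RAM inhibition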
ROMK mod: ROMK potassium channel modulators, primary screen, cell-based, thallium flux, MLSMR library; Tet-inducible ROMK, thallium flux fluorescence; actives lie on both sides; B-score at 10 µM; AID 1918, 2009; hit rate 2% among 130,000; ATP-sensitive inward rectifier potassium channel 1 (Homo sapiens), P48048;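 active = signal ratio slope over the read window, or its plate-corrected B-score, at least 3 SD from the plate mean, either direction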;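 also: B-score of the F/F0 ratio slope over 7 to 12 s after thallium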
PPARg SRC-1 ag: PPARgamma agonists recruiting SRC-1 coactivator, primary screen, biochemical. PPARgamma-SRC-1 coactivator recruitment biochemical assay. activation, % at 8 µM. hit rate 0.41% among 200,000. AID 631, 2007; in the data active = activation above about 19%;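 also: 0% = DMSO and 100% = reference agonist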
S1P3 antag: S1P3 receptor antagonists, primary screen, cell-based; inhibition, % at 4.98 µM; hit rate 0.27% among 170,000; CHO S1P3 NFAT-BLA reporter, FRET fluorescence, antagonist mode;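 active = inhibition above the plate cutoff, the mean inhibition of test wells on that plate plus 3 SD, cut at about 28% in these data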;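 also: cells challenged with S1P at its EC80 of 0.8 µM; blue over green emission ratio from cleaved BLA substrate after 4 h stimulation; 0% = S1P-stimulated wells and 100% = unstimulated DMSO-only wells; some compounds past the cut are filed as inactive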
Target sequence (Q99500 whole entry, looked up): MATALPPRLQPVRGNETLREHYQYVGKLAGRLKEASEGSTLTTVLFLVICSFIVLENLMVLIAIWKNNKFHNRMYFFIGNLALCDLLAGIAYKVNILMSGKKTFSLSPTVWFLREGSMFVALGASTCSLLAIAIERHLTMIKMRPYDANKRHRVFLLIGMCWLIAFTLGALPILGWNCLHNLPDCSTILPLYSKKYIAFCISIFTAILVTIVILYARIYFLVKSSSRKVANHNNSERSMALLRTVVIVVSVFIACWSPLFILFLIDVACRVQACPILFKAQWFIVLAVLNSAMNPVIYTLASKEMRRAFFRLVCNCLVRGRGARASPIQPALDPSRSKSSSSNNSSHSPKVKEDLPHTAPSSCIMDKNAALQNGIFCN
SRC2 TRFRET art: TR-FRET signal artefacts, primary screen, artefact control for PPARgamma SRC-2 agonist project, biochemical; TR-FRET artefact counter-screen; active compounds read high; TR-FRET ratio at 8 µM; hit rate 0.4% among 200,000; in the data active = TR-FRET ratio above about 2000; also: inactives centre near 1500
PPARg SRC-3 ag: PPARgamma agonists recruiting SRC-3 coactivator, primary screen, biochemical. Peroxisome proliferator-activated receptor gamma (Homo sapiens), P37231. biochemical PPARgamma/SRC-3 coactivator recruitment assay. activation, % at 8 µM. hit rate 0.26% among 200,000. AID 731, 2007; in the data active = activation above about 23%;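 also: 0% = DMSO and 100% = reference agonist; some compounds past the cut are filed as inactive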
STAT3 inh: IL-6 driven STAT3 reporter inhibitors, primary screen, U3A cells, luciferase, luminescence, MLSCN library. hit rate 0.89% among 190,000. AID 862, 2007. inhibition, % at 5.5 µM. IL-6 STAT3-luciferase reporter; host cell line lacks STAT1;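 active = inhibition above the mean inhibition across all screened compounds plus 3 SD, cut at about 44% in these data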;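 also: 0% = DMSO only wells and 100% = 100 µM nifuroxazide control wells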
* = called active by the depositor; . = no result given.

SMILES	STAT3 activator	PPARg SRC2 recr	TLR4 MyD88 comp	STAT1 inh	RAM network inh	ROMK mod	PPARg SRC-1 ag	S1P3 antag	SRC2 TRFRET art	PPARg SRC-3 ag	STAT3 inh
c1cn2cc(CN3CCOCC3)nc2s1	105	10	5	-10	1.7	.	-2	-19	1475	16	-1
Cc1ccc(C(=O)N/C(=C/c2ccco2)C(=O)NCCCn2ccnc2)cc1	106	1	-13	1	0.9	0.01	-7	-19	1356	-4	-6
Cc1ccc(N/C=C/C(=O)c2ccc(C)cc2)cc1	81	8	1	-48	0.6	-0.081	-1	.	1729	-1	28
COCC(C)n1c(SCC(=O)c2cc(C)n(C)c2C)nc2ccccc2c1=O (stereo unspecified)	99	1	-10	14	-0.5	0.35	3	-2	1595	1	6
COc1ccc(CCNc2oc(Cc3ccccc3)nc2C#N)cc1OC	96	4	-17	-3	0.4	-0.82	-1	-11	1459	2	7
CCS(=O)(=O)c1ccc2oc(SCC(=O)NC(C)C3CC4CCC3C4)nc2c1 (stereo unspecified)	99	10	11	0	0.9	-0.088	-3	.	1384	9	6
CCCSc1nnc2[nH]c(=O)cc(N)n12	102	3	-2	5	3.0	.	-8	-25	1562	4	1
CCOc1cc(/C=C2/NC(=O)N(Cc3ccccc3F)C2=O)ccc1O	87	10	-6	-11	2.5	0.17	12	.	1626	6	18
CCOC(=O)/C(=C\c1ccc([N+](=O)[O-])cc1)C(=O)c1cc(C(C)=O)c(Nc2ccccc2)s1	105	2	0	1	3.2	.	7	.	1591	3	-6
O=c1c2cn[nH]c2nc(SCc2ccccc2F)n1-c1ccc(Br)cc1	102	-1	0	-12	3.9	-3.1	7	0	1610	3	1
C/C(=C\C(=O)c1ccc(C)o1)Nc1ccc2c(c1)OCO2	107	7	-4	-6	2.8	.	7	10	1704	-1	-4
C=CCN1C(=O)CSc2ccc(C(=O)NCCC3=CCCCC3)cc21	97	1	0	0	4.0	-0.2	-5	.	1453	3	8
O=C(COC(=O)CCc1ccccc1)NC(c1ccccc1)c1ccccc1	86	1	3	3	2.5	.	1	6	1634	7	19
CC(C)(C)NC(=O)C(c1ccncc1)N(C(=O)Cn1nnc(-c2ccc(F)cc2)n1)c1cccc(F)c1 (stereo unspecified)	99	6	-1	-2	3.7	-1.2	8	-8	1626	1	5
CC(=O)c1nn(-c2cccc(Br)c2)cc1C(=O)c1ccc(Br)cc1	99	-2	5	-1	1.5	0.12	6	.	1620	7	4
O=C(CCCCCn1c(=O)[nH]c2ccccc2c1=O)NCCCN1CCN(c2ccccc2F)CC1	95	5	6	-3	-0.8	.	0	-50	1539	-6	11
CCOc1ccc(N2C(=O)c3cccnc3C2Nc2ccc(OC)cc2)cc1 (stereo unspecified)	99	6	-13	6	0.1	1.1	9	-25	1581	-2	6
COc1ccc(-n2c(=O)c3ccccc3n(CC(=O)NC3CCCC3)c2=O)c(OC)c1	97	7	-6	10	1.4	.	7	.	1622	6	10
CC1CCCC(C)N1/N=C/c1cc(Br)c(O)c(Br)c1 (stereo unspecified)	101	-6	11	-3	-0.6	.	1	6	1398	1	-1
O=C(CSc1nnc(-c2ccccn2)n1Cc1ccco1)c1ccc(-c2ccccc2)cc1	102	8	-1	3	3.2	.	6	-7	1690	2	4
C/C(=N\NC(=O)C1(C)CC1(Br)Br)c1ccc(NC(=O)c2ccc(C)o2)cc1 (stereo unspecified)	97	-5	0	-17	1.6	.	-6	10	1387	1	5
O=C(CNC(=O)c1cccc(F)c1)N/N=C/C=C/c1ccccc1	98	3	-12	-1	1.1	.	6	-1	1697	2	8
CC(C1CC1)N(Cc1ccccc1)C(=S)Nc1cccc(C(F)(F)F)c1 (stereo unspecified)	101	7	-2	12	6.1	-1	-10	15	1628	0	-1
COc1ccc(Oc2ccccc2/C=N/O)cc1	95	6	-10	13	-0.8	.	-6	.	1713	-5	10
COc1ccc(C(=O)CSc2nnc(-c3ccccn3)n2Cc2ccco2)cc1	100	-3	6	-7	4.7	.	8	-13	1595	3	3
(continued)
SMILES	STAT3 activator	PPARg SRC2 recr	TLR4 MyD88 comp	STAT1 inh	RAM network inh	ROMK mod	PPARg SRC-1 ag	S1P3 antag	SRC2 TRFRET art	PPARg SRC-3 ag	STAT3 inh
Cc1ccc(-c2cc(-c3ccc(F)cc3)nc(N)c2C#N)o1	96	-7	-7	-1	2.6	-0.15	-3	-9	1536	-1	8
CCCCOC(=O)NC1(C)CCS(=O)(=O)C1 (stereo unspecified)	102	7	-7	0	0.6	0.83	-3	-17	1485	-3	-3
Nc1ccc(C(=O)Nc2ccco2)cc1	105	16	-16	-9	0.0	0.84	6	.	1636	6	-4
COC(=O)COc1ccc(S(=O)(=O)N2CCN(c3ccc(F)cc3)CC2)cc1	91	2	-8	8	2.4	0.75	3	.	1484	0	10
O=C(CSc1ncnc2nc[nH]c12)N1CCN(c2ccc(Cl)cc2)CC1	83	-4	4	11	0.3	-0.78	-1	-13	1371	7	21
CCCCC(=O)Nc1cccc(NC(=S)NC(=O)C(C)C)c1	97	0	-2	2	0.0	.	2	-3	1455	-5	-1
CCCn1c(CNC(=O)Cc2ccccc2)nc2ccccc21	102	-7	8	-9	3.6	.	-5	.	1499	-4	4
CCCC(=O)Nc1ccc(C(=O)NNC(=O)COc2ccc(Br)c(C)c2)cc1	101	1	-13	11	0.0	1.1	0	.	1549	1	3
Cc1ccccc1Cc1c(C)nc2nc(SCC(=O)NCc3ccco3)nn2c1C	97	1	0	2	1.6	1.5	0	.	1661	6	6
COc1ccc(-c2nnc(Nc3ccc(CC(N)=O)cc3)c3ccccc23)cc1	94	-10	15	-3	1.6	.	-7	2	1665	-4	6
CC(=O)N1CCc2cc(C(=O)CN3CCC(C)CC3)ccc21	103	1	-1	1	2.0	.	1	-13	1596	2	5
COCc1cc(N2CCOCC2)nc(-c2ccccc2)n1	107	-9	-9	3	0.0	0.94	-4	-13	1558	-7	0
Cc1ccc(CCNC(=O)C2CCN(C(=O)N(C)C)CC2)cc1	98	-3	8	-6	-0.9	-0.093	-6	-1	1408	8	2
CCN1CCN(CCCOc2ccccc2-c2ccccc2)CC1	86	10	-18	6	-0.2	-1.4	0	6	1456	6	20
O=C(COc1ccc(Cl)cc1)N1CCN(c2cccc(C(F)(F)F)c2)CC1	101	-7	-10	-1	5.9	-2.2	-1	.	1464	3	0
CCOC(=O)/C(C#N)=C\c1c(OCC)n(CC)c2ccccc12	100	5	0	10	1.8	.	-1	-11	1673	-1	2
CC1=C(C(=O)OC(C)C)C(c2ccc(F)cc2)NC(=O)N1 (stereo unspecified)	106	-2	-6	-5	0.7	.	0	13	1480	-4	-3
COc1ccc(CN=CC2=C(O)CNC2=O)cc1OC	105	1	-6	-1	2.8	0.19	13	4	1677	1	-1
O=C(CSCc1ccc(F)cc1)NCc1ccc(F)cc1	78	-4	1	7	-0.8	3*	6	-16	1571	5	34
Cc1cccc(C)c1NC(=O)COC(=O)c1ccc(N2CCCC2)c([N+](=O)[O-])c1	106	9	-11	-5	1.1	-0.5	0	9	1557	0	-6
CCOC(=O)C1C(c2ccccc2Cl)NC(=O)N(C)C1(O)C(F)(F)F (stereo unspecified)	104	5	0	-4	0.3	0.35	1	-47	1513	6	2
O=C(CSc1nc2ccccc2s1)Nc1ccc(Cl)c(C(=O)O)c1	120	12	-10	-8	2.7	0.19	8	-7	1649	1	-18
COc1ccc(S(=O)(=O)Nc2cccc(F)c2C)cc1C(=O)N1CCOCC1	101	7	7	-5	0.7	0.46	0	6	1339	2	3
C/C(Cn1nnc2ccccc21)=N\NC(=O)c1ccc(Br)cc1	92	4	-3	1	1.9	-0.2	0	-13	1347	-4	11
C=CCOC(=O)C1=C(C)OC(N)=C(C#N)C1c1ccoc1 (stereo unspecified)	109	4	8	9	0.3	0.16	10	.	1497	2	-4
CC(C)[C@H](NC(=O)C1CCCC1)c1nc2ccccc2[nH]1	102	2	0	-3	1.7	-0.83	6	1	1492	1	6
Cc1ccc(CNC(=O)C2C3C=CC(C3)C2C(=O)O)cc1 (stereo unspecified)	100	11	-1	3	0.9	0.45	7	-22	1632	1	3

Exported bar-delimited: part of the list above.
Compound | STAT3 activator | PPARg SRC2 recr | TLR4 MyD88 comp | STAT1 inh | RAM network inh | ROMK mod | PPARg SRC-1 ag | S1P3 antag | SRC2 TRFRET art | PPARg SRC-3 ag | STAT3 inh
CC1=C(C(=O)OC(C)C)C(c2ccc(F)cc2)NC(=O)N1 (stereo unspecified) | 106 | -2 | -6 | -5 | 0.7 | . | 0 | 13 | 1480 | -4 | -3
COc1ccc(CN=CC2=C(O)CNC2=O)cc1OC | 105 | 1 | -6 | -1 | 2.8 | 0.19 | 13 | 4 | 1677 | 1 | -1
O=C(CSCc1ccc(F)cc1)NCc1ccc(F)cc1 | 78 | -4 | 1 | 7 | -0.8 | 3* | 6 | -16 | 1571 | 5 | 34
Cc1cccc(C)c1NC(=O)COC(=O)c1ccc(N2CCCC2)c([N+](=O)[O-])c1 | 106 | 9 | -11 | -5 | 1.1 | -0.5 | 0 | 9 | 1557 | 0 | -6
CCOC(=O)C1C(c2ccccc2Cl)NC(=O)N(C)C1(O)C(F)(F)F (stereo unspecified) | 104 | 5 | 0 | -4 | 0.3 | 0.35 | 1 | -47 | 1513 | 6 | 2
O=C(CSc1nc2ccccc2s1)Nc1ccc(Cl)c(C(=O)O)c1 | 120 | 12 | -10 | -8 | 2.7 | 0.19 | 8 | -7 | 1649 | 1 | -18
COc1ccc(S(=O)(=O)Nc2cccc(F)c2C)cc1C(=O)N1CCOCC1 | 101 | 7 | 7 | -5 | 0.7 | 0.46 | 0 | 6 | 1339 | 2 | 3
C/C(Cn1nnc2ccccc21)=N\NC(=O)c1ccc(Br)cc1 | 92 | 4 | -3 | 1 | 1.9 | -0.2 | 0 | -13 | 1347 | -4 | 11
C=CCOC(=O)C1=C(C)OC(N)=C(C#N)C1c1ccoc1 (stereo unspecified) | 109 | 4 | 8 | 9 | 0.3 | 0.16 | 10 | . | 1497 | 2 | -4
CC(C)[C@H](NC(=O)C1CCCC1)c1nc2ccccc2[nH]1 | 102 | 2 | 0 | -3 | 1.7 | -0.83 | 6 | 1 | 1492 | 1 | 6
Cc1ccc(CNC(=O)C2C3C=CC(C3)C2C(=O)O)cc1 (stereo unspecified) | 100 | 11 | -1 | 3 | 0.9 | 0.45 | 7 | -22 | 1632 | 1 | 3

Screening data as filed in PubChem BioAssay.
